PMI inhibitors = MPI enzyme activity inhibition – biochemical, fluorescence intensity, coupled assay, primary screen (AID 1209); purified PMI enzyme, coupled fluorescence intensity; higher % means a stronger effect; one-dose inhibition, % at 20 µM; IC50 in µM for titrated hits; 190,000 tested, 0.42% active;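 also: plate controls were DMSO vehicle for no effect and wells lacking substrate for full effect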
KOR beta-arrestin-1 = kappa opioid receptor blockers – cell-based, luminescence, uHTS (AID 1778); inhibition, % at 10 µM, or IC50 in µM where a hit was titrated; 290,000 tested, 0.091% active; KOR beta-arrestin recruitment, luminescence, antagonist mode; higher % means a stronger effect; also: strong numbers were not always called active
XIAP displacement = small molecules displacing peptide from XIAP – biochemical, IAP family, fluorescence polarization (AID 1018); XIAP BIR domain, fluorescence polarization peptide displacement; higher % means a stronger effect; displacement, % at 20 µM, or IC50 in µM where a hit was titrated; 200,000 tested, 0.007% active; in the data active = displacement above about 50%; also: a part of the inactive calls stands beside numbers as strong as those of hits
TNAP activators = stimulation of alkaline phosphatase TNAP activity – biochemical, luminescent, no phosphate acceptor, uHTS, primary screen (AID 1001); purified TNAP, luminescent activation assay, no phosphate acceptor; higher activation fold means a stronger effect; 200,000 tested, 0.03% active; activation fold at 20 µM; hits with a dose series show EC50 in µM; in the data active = activation fold from about 3, or a potency from the dose series; inactive = the rest, 99 in 100 with activation fold below about 1.6; also: many of its hits are not listed in these tables
LYP inhibition = PTPN22 lymphoid phosphatase activity blockers – biochemical, fluorescence intensity, uHTS (AID 1779) | 290,000 tested, 0.054% active | one-dose inhibition, % at 11.5 µM; IC50 in µM for titrated hits | recombinant LYP phosphatase, fluorescence intensity; higher % means a stronger effect;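 also: plate controls were vehicle with enzyme for no effect and no enzyme for full effect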
NOD1 inhibition = NOD1 signaling inhibitors, primary screen, cell-based, luminescence, uHTS (AID 1578) | NOD1-driven NF-kB luciferase reporter cells, luminescence; higher % means a stronger effect | one-dose inhibition, % at 4 µM; EC50 in µM for titrated hits | 290,000 tested, 1% active; in the data active = inhibition mostly above about 36%, no sharp cut-off; inactive = mostly below about 34%;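 also: HEK-293T reporter cells stimulated with the NOD1 agonist gamma-tri-DAP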
KOR beta-arrestin-2 = kappa opioid receptor activators – cell-based, luminescence, uHTS, primary screen (AID 1777). KOR beta-arrestin recruitment, luminescence; higher % means a stronger effect. 280,000 tested, 0.02% active. activation, % at 10 µM, or EC50 in µM where a hit was titrated; in the data active = activation above about 50%, passing the limit was not always enough; also: a part of the inactive calls stands beside numbers as strong as those of hits
HEK293 NOD2/NF-kB = NOD2 signaling inhibitors, cell-based, luminescence, uHTS, HEK293 (AID 1566) | HEK293 NOD2/NF-kB luciferase reporter, luminescence; higher % means a stronger effect | 290,000 tested, 0.63% active | inhibition, % at 4 µM; hits with a dose series show EC50 in µM; also: many of its hits are not listed in these tables
PMI inhibition = human PMI inhibitors, high substrate, primary screen, biochemical, fluorescence intensity, high mannose 6-phosphate (AID 1220); recombinant PMI enzyme, coupled fluorescence intensity; higher % means a stronger effect; one-dose inhibition, % at 20 µM; IC50 in µM for titrated hits; 190,000 tested, 0.66% active
The depositor's hits bear a star; . = no result given; [ ] = dose if it differs, or a comment. Rule as the data show it, unless noted: active = inhibition above about 50%; inactive = the rest. An excerpt; rates above refer to the full screens.

SMILES	PMI inhibitors	KOR beta-arrestin-1	XIAP displacement	TNAP activators	LYP inhibition	NOD1 inhibition	KOR beta-arrestin-2	HEK293 NOD2/NF-kB	PMI inhibition
COc1ccc(Cl)cc1NC(=O)/C=C\C(=O)O	-8%	12%	-1.7%	1.1	-2%	-17%	2.0%	3%	-8%
Cc1c(C#N)c(N=CN(C)C)c(C(=O)c2ccccc2)n1-c1ccc(Br)cc1	-1%	11%	-0.1%	1.2	-2%	14%	-0.2%	20%	-1%
Cc1ccc(C)c(NC(=S)NNC(=O)c2csc(C)c2)c1	-14%	-16%	-2.5%	2.7	-12%	-13%	-6.4%	10%	-8%
O=C1/C(=C/c2ccncc2)N=C2CCCCCN12	.	4%	.	.	-7%	-6%	1.6%	-21%	.
CCn1cc(Br)c(C(=O)Nc2ccc(C(=O)OC(C)C)cc2)n1	3%	2%	-9.5%	0.9	6%	-34%	8.2%	-31%	2%
COc1ccc(/C=N\NC(=O)c2ccccc2Cl)cc1COc1c(F)c(F)c(F)c(F)c1F	.	-32%	.	.	-4%	2%	-2.2%	22%	.
O=C(CC12CC3CC(CC(C3)C1)C2)N/N=C/c1ccc([N+](=O)[O-])o1	-2%	11%	-4.1%	1.1	6%	52%	-2.2%	44%	1%
Cc1nc(NCCc2ccccc2)c2nnn(Cc3ccccc3)c2n1	.	-43%[20 µM]	.	.	-6%	-30%	4.9%	1%	.
CCOC(=O)NC(=O)/C(C#N)=N\Nc1cccc(Cl)c1	.	-14%	.	.	-6%	56%*	2.8%	19%	.
NC(=O)c1cc(S(=O)(=O)Nc2cccc(Cl)c2)cs1	.	-11%	.	.	-8%	-9%	-0.2%	7%	.
COc1cc2[nH]c(=S)nc(NCCCOC(C)C)c2cc1OC	-3%	.	-0.8%	1.1	-1%	15%	-8.0%	6%	-9%
O=C1CSC(c2c(F)cccc2Cl)N1c1cccc(F)c1 (configuration not stated)	-1%	-19%	-2.9%	1.1	2%	2%	14%	11%	-12%
CCn1c(SC(C)C(=O)Nc2nnc(C)s2)nnc1-c1ccco1 (configuration not stated)	.	-31%	.	.	-9%	7%	-0.3%	1%	.
CCOC(=O)C1CCCN(C(=S)Nc2ccc(Nc3ccccc3)cc2)C1 (configuration not stated)	9%	8%	-13%	1.1	10%	-26%	-1.0%	11%	13%
CC(C)(C)[C@@H]1C=C(C(=O)N2CCOCC2)O[C@H](OCc2ccc(CO)cc2)C1	8%	-16%	-1.4%	1.1	-7%	-10%	3.1%	2%	7%
O=c1oc2ccccc2c(Nc2ccc(Cl)cc2)c1[N+](=O)[O-]	.	-29%	.	.	-9%	32%	6.9%	16%	.
Cn1c(CCCNC(=O)c2ccccc2)nc2ccccc21	13%	-8%	-1.2%	1.1	-4%	-18%	0.2%	9%	12%
Cc1ccc(S(=O)(=O)N2CCN(C(=O)CC(C)n3cncn3)CC2)cc1C (configuration not stated)	.	-12%	.	.	-7%	-25%	-2.7%	12%	.
COCC(C)n1c(SCc2cc(=O)n3cc(C)ccc3n2)nc2ccccc2c1=O (configuration not stated)	1%	6%	-5.3%	1.1	4%	-38%	-3.1%	-13%	-2%
Nc1nn(S(=O)(=O)c2cccc3nsnc23)cc1-c1ccc(Br)cc1	14%	24%	-2.6%	1	1%	-19%	-2.9%	2%	12%
Cc1occc(=O)c1OCc1ccccc1	-10%	-3%	-4.3%	1.1	-3%	-8%	-1.0%	8%	-8%
N#Cc1ccc(Oc2cnccn2)cc1	.	9%	.	.	-12%	3%	-13%	9%	.
COCc1cc(C)nc2sc(C(=O)N3CCN(c4ccccc4)CC3)c(N)c12	4%	-5%	0.8%	1.2	-7%	-6%	-2.3%	25%	7%
COc1ccc(OC)c(S(=O)(=O)N2CCC(C(=O)NC3CCCC3)CC2)c1	.	10%	.	.	-3%	-20%	-3.5%	-4%	.
CCOc1ccc2ncc(S(=O)(=O)c3ccc(C)cc3)c(N3CCC4(CC3)OCCO4)c2c1	18%	13%	-4.0%	1	-2%	-9%	2.9%	-3%	14%
COc1ccc(OC)c2sc(NNC(=O)COc3ccccc3)nc12	-3%	-10%	-3.4%	2.4	-4%	-36%	0.9%	3%	-5%
CCN(C(=O)c1ccc(NC(=O)Cc2ccccc2)cc1)c1ccccc1	.	-7%	.	.	-4%	-13%	2.1%	2%	.
CCOc1ccc(C(C(=O)NC(C)(C)C)N(CCOC)C(=O)CCC(=O)Nc2ccccn2)cc1 (configuration not stated)	.	-18%	.	.	-2%	-24%	-2.1%	0%	.
O=S(=O)(c1ccc(-c2csc(Nc3ccc(Br)cc3)n2)cc1)N1CCCC1	24%	6%	-2.5%	1	-1%	38%	0.2%	20%	14%
O=C(NCc1ccc(Cl)cc1)c1cc2c(s1)CS(=O)(=O)C2	.	-25%	.	.	-9%	-12%	6.0%	16%	.
CSc1ccc(S(=O)(=O)N2CCC(C(=O)NCc3cccnc3)CC2)cc1	.	12%	.	.	-4%	2%	-0.4%	-12%	.
O=C(c1cc(COc2ccc(F)cc2Cl)on1)N1CCC(c2ccncc2)CC1	0%	6%[20 µM]	-4.3%	1	-7%	27%	0.0%	22%	0%
CCCCN(Cc1cc2cc(OC)ccc2[nH]c1=O)S(=O)(=O)c1ccc(C)cc1	.	-44%[20 µM]	.	.	-7%	4%	0.9%	18%	.
Clc1ccc(OCCN2CCCCC2)cc1Cl	-14%	.	0.0%	1.1	10%	-49%	2.8%	1%	-18%
Nc1nnc(/C=C/c2ccccc2)s1	-3%	-32%[20 µM]	-3.7%	1	3%	-42%	.	-34%	-5%
O=C(c1ccc(Cl)cc1)C1CCN(C(=O)c2ccc(F)cc2)CC1	.	-41%[20 µM]	.	.	-6%	56%	6.1%	27%	.
Cc1coc2c(C)c3oc(=O)c(CC(=O)N[C@@H](CC(C)C)C(=O)O)c(C)c3cc12	.	7%	.	.	3%	-16%	1.5%	6%	.
CCCc1ccc(OCc2ccccc2)c2c(=O)cc(C(=O)OCC)oc12	.	1%	.	.	-2%	0%	0.3%	8%	.
CC(NS(=O)(=O)c1ccc2c(c1)c(=O)n(C)c(=O)n2C)C(=O)NC1CCCCC1 (configuration not stated)	.	-16%	.	.	-8%	-8%	19%	13%	.
Cc1[nH]c2ccccc2c1/C=N/NC(=S)NC(C)C	9%	-90%[20 µM]	0.6%	1	10%	-37%	-5.3%	0%	8%

Some of the entries so far, with values under each structure.
Values run as follows: PMI inhibitors, KOR beta-arrestin-1, XIAP displacement, TNAP activators, LYP inhibition, NOD1 inhibition, KOR beta-arrestin-2, HEK293 NOD2/NF-kB, PMI inhibition
> CCOC(=O)C1CCCN(C(=S)Nc2ccc(Nc3ccccc3)cc2)C1 (configuration not stated)
    9%, 8%, -13%, 1.1, 10%, -26%, -1.0%, 11%, 13%
> O=C(CC12CC3CC(CC(C3)C1)C2)N/N=C/c1ccc([N+](=O)[O-])o1
    -2%, 11%, -4.1%, 1.1, 6%, 52%, -2.2%, 44%, 1%

Other results follow:
SMILES	PMI inhibitors	KOR beta-arrestin-1	XIAP displacement	TNAP activators	LYP inhibition	NOD1 inhibition	KOR beta-arrestin-2	HEK293 NOD2/NF-kB	PMI inhibition
COc1ccc(-c2cc(C(F)(F)F)n3nc(C(=O)N4CCN5CCCC5C4)cc3n2)cc1OC (configuration not stated)	.	20%	.	.	0%	-20%	-2.5%	26%	.
O=C(c1ccc2ncsc2c1)N1CCN(c2ccccc2Cl)CC1	-9%	4%	-3.3%	1.2	-1%	-17%	-1.6%	7%	-4%
CN(C)c1ccc(N=Nc2ccccc2C(=O)OCC(=O)N(C)c2ccccc2)cc1	1%	-22%	-11%	0.7	-4%	-23%	-3.3%	-36%	-5%
Cc1cc(C)c2[nH]c(=O)c(CN(CC3CCCO3)S(=O)(=O)c3ccc4c(c3)OCCO4)cc2c1 (configuration not stated)	0%	-15%	-3.5%	1.1	-3%	-7%	-2.8%	-3%	5%
N#CC(C(=O)Nc1ccccc1)=C1CCCCC1	1%	-3%	-5.7%	1	1%	-44%	-4.6%	-23%	6%
O=C(NCCCn1ccnc1)C1CC(c2cccc(Br)c2)=NO1 (configuration not stated)	3%	20%	-1.0%	1.1	-6%	.	-2.4%	21%	1%
Cc1ccc(Cl)cc1NC(=O)CN1CCN(C(=O)C2CCCO2)CC1 (configuration not stated)	.	0%	.	.	-8%	-21%	4.0%	6%	.
Cc1ccc(S(=O)(=O)N2CCOCC2)cc1NC(=O)COC(=O)c1cc(=O)[nH]c2ccccc12	-8%	0%	-1.6%	1.1	-3%	-36%	0.7%	6%	13%
O=C(c1ccc2ccccc2c1)N1CCN(S(=O)(=O)/C=C/c2ccccc2)CC1	-2%	1%	-2.1%	1.1	4%	-10%	-0.1%	12%	2%
CCC(C)NCC(=O)Nc1cc(S(=O)(=O)N(CC)c2ccccc2)ccc1Cl (configuration not stated)	1%	4%	-3.3%	1.2	-4%	1%	8.8%	9%	0%
O=C(CSc1nc2ccccc2o1)N1CCOCC1	.	10%	.	.	-9%	-9%	9.0%	-1%	.
c1ccc(Nc2nc(-c3cccs3)cs2)nc1	11%	22%	0.3%	1.1	-6%	-51%	-2.7%	-138%	12%
CN(C)c1cccc(C(=O)NNC(=O)NC2CCCCC2)c1	1%	16%	0.3%	1	-5%	2%	-4.1%	17%	-7%
COC(=O)/C=c1/s/c(=C(/C#N)C(=O)NCc2ccccc2)n(-c2ccccc2)c1=O	-11%	-30%	-2.8%	1.2	-4%	14%	-7.5%	6%	-8%
CC1CCN(C(=O)CSc2nnc3c(n2)[nH]c2ccc(F)cc23)CC1	.	0%	.	.	-1%	2%	-1.6%	38%	.
COc1ccc(N=C2SC(C(=O)Nc3ccc(OC)cc3)CC(=O)N2CCN2CCOCC2)cc1 (configuration not stated)	4%	7%	-3.7%	1.1	4%	-19%	-0.8%	-8%	6%
Cc1ccc(NC(=O)Cn2nnc(C(=O)NCc3ccco3)c2N)cc1	5%	-11%	-1.4%	1.1	-5%	3%	-2.8%	2%	4%
CC1(C)Cc2ccccc2-c2nnc(SCc3ccccc3)n21	3%	-12%	5.7%	1.1	1%	-40%	1.4%	2%	6%
O=C(Nc1ccccc1)OCc1cn(-c2ccc(Cl)cc2)nn1	-4%	-7%	-1.6%	1.1	4%	-23%	2.7%	-6%	-8%
O=C(CN1C(=O)CSc2ccc(S(=O)(=O)N3CCOCC3)cc21)NCCCN1CCOCC1	-4%	2%	-5.3%	1.2	-4%	-24%	-3.0%	6%	-2%
O=C(Nc1ccc(C(F)(F)F)cc1)N1CCN(c2ccnc3cc(Cl)ccc23)CC1	.	35%	.	.	4%	-2%	0.9%	-32%	.
COC(=O)c1ccccc1NC(=O)Nc1cc(C(C)(C)C)on1	.	-9%	.	.	-10%	-50%	8.5%	-32%	.
O=C(NC1CCCN(Cc2ccc(Cl)cc2)C1)c1cnc2ccccn2c1=O (configuration not stated)	.	-1%	.	.	-8%	-1%	-1.7%	36%	.
O=C(O)C1CC=CCC1C(=O)Nc1ccccc1 (configuration not stated)	-2%	-13%	-1.9%	1.1	-6%	-36%	-0.6%	-11%	-4%
CCOC(=O)c1c(NC(=S)NC(=O)c2ccc(Cn3cc(Cl)cn3)o2)sc2c1CCC(C)C2 (configuration not stated)	5%	-9%	-10%	1.1	3%	-62%	3.4%	12%	-2%

Single entries from the list:
NOD1 inhibition with O=C(c1ccc2ncsc2c1)N1CCN(c2ccccc2Cl)CC1 = -17%
NOD1 inhibition with Cc1ccc(S(=O)(=O)N2CCN(C(=O)CC(C)n3cncn3)CC2)cc1C (configuration not stated) = -25%
NOD1 inhibition with O=C1CSC(c2c(F)cccc2Cl)N1c1cccc(F)c1 (configuration not stated) = 2%
NOD1 inhibition with N#CC(C(=O)Nc1ccccc1)=C1CCCCC1 = -44%

Bioassay records: PubChem, Sanford-Burnham Center for Chemical Genomics
